KCNQ1 pot: potentiators or activators of human KCNQ1 potassium channel. 310,000 compounds, 0.35% hits. P51787. B-score at 10 µM. CHO-K1 KCNQ1, thallium flux FluxOR fluorescence; stronger effect = higher value;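 active = fluorescence ratio B-score, a plate-corrected score, at least three library SD, with initial intensity B-score within 5 SD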
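Test system: CHO-K1 cells stably expressing KCNQ1 / Medium: assay buffer / Also added: depolarizing K+/Tl+ stimulus, K2SO4 and Tl2SO4 each 12.5 mM in 5x stock / Incubation: 90 min dye loading and 20 min compound exposure, both at room temperature / Signal: thallium influx via FluxOR fluorescence, kinetic imaging / Evaluation: B score of baseline-normalized fluorescence ratio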
PolyA inhibitor: yeast polyadenylation inhibition; S. cerevisiae SKY197-pL101 polyadenylation reporter, beta-gal luminescence; efflux-impaired pdr1/pdr3 knockout yeast; score 100 = 6 SD above DMSO; calls only at 12 µM; 300,000 compounds, 0.02% hits;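 active = lowest replicate activity score at least 50, where 100 means six control SD above control mean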;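 also: yeast exposed to compound for 9 h at 30 °C; higher score means more reporter readthrough which indicates perturbed polyadenylation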
KCNK9 inh: blocks the human KCNK9 two-pore domain potassium channel. 310,000 compounds, 1.2% hits. HEK293 KCNK9, FluxOR thallium flux fluorescence; stronger effect = lower value. AID 488922. B-score at 10 µM. Q9NPC2;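 active = ratio B-score over 3 SD below the library mean, with starting fluorescence within 5 SD of its mean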;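 also: negative B-score means less thallium flux so channel inhibition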
RGS4 pot: potentiators or activators of RGS4; 310,000 compounds, 0.92% hits; B-score at 10 µM; HEK293 M3R/inducible RGS4, carbachol calcium flux Fluo4; stronger effect = lower value;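 active = B-score of the integrated calcium signal more than 4 SD below the library mean, with starting fluorescence not abnormally high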;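 also: negative B-score means reduced calcium response which marks RGS4 activation or potentiation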
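test system = M3R-expressing HEK293 line, RGS4 induced by doxycycline | probe or stimulus = carbachol at ECmax as muscarinic agonist stimulus | timing = dye loading 30 min 37 °C, buffer rest 30 min RT | signal = calcium dye Fluo4 fluorescence | evaluation = B score from integrated fluorescence ratio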
RGS4 inh: human RGS4 inhibition. P49798. HEK293 M3R/RGS4 inducible, Fluo-4 calcium flux; stronger effect = higher value; triggered by carbachol at its EC20. B-score at 10 µM. 310,000 compounds, 0.45% hits;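 active = B-score, a plate-corrected calcium signal, over three deviations above library mean, with baseline fluorescence within five deviations of library mean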;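 also: RGS4 expression induced by doxycycline in cells with stable M3 receptor; B-score is computed from the integrated fluorescence ratio over baseline after carbachol; higher B-score means a larger calcium signal and so more RGS4 inhibition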
Target sequence (P49798 whole entry, looked up): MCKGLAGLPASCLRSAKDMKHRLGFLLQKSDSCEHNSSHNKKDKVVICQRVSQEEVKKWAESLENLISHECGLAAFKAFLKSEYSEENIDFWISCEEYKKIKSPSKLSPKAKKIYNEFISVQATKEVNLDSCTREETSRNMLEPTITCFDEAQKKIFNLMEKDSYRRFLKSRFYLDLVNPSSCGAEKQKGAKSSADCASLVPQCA
KCNK3 block: human KCNK3 channel inhibition, primary screen. CHO-KCNK3 thallium flux, FluxOR fluorescence; stronger effect = lower value. B-score at 10 µM. O14649. 340,000 compounds, 0.84% hits. AID 602410;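 active = B-score under library mean minus 4 SD, starting fluorescence ratio at most library mean plus 5 SD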;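 also: more negative B-score means stronger inhibition of thallium flux through KCNK3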
GSK3B inh: blocks human GSK3beta kinase activity. P49841. 300,000 compounds, 0.038% hits. activity score (negative = inhibition), % at 10 µM. GST-GSK3beta kinase, ADP-Glo luminescence, 60 min; stronger effect = lower value;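 active = more than half of replicate wells score below -50%, meaning over 50% inhibition versus plate controls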;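 also: 0% = median DMSO wells and -100% = median GW8510 positive control wells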
Target sequence (P49841 whole entry, looked up): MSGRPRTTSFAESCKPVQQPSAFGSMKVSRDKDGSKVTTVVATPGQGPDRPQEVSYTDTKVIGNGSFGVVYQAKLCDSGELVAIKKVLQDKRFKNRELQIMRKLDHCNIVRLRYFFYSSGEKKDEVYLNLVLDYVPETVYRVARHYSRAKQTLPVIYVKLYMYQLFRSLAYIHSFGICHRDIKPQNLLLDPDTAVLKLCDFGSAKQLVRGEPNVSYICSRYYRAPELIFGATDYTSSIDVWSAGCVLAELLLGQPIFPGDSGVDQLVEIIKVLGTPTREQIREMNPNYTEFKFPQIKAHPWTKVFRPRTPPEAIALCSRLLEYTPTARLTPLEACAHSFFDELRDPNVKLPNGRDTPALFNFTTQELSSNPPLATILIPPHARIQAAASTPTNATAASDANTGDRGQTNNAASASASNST
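Test system: GST-fused GSK3beta enzyme, cell-free | Quantity: 1.6 ng GST-GSK3beta enzyme per well | Reagent: 25 µM ATP with peptide substrate | Schedule: 60 min enzyme reaction, room temperature | Signal: Luminescent ADP-Glo measurement of ADP formed | Read-out basis: Score relative to plate controls | Control set: DMSO and 20 µM GW8510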
Dyrk1A ADPGlo: Dyrk1A (rat) kinase inhibition. Q63470. inhibition, % at 12.5 µM. 310,000 compounds, 0.43% hits. ADP-Glo luminescence, NFATc1 peptide. AID 504441; in the data active = inhibition above about 50%;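 also: plate controls were vehicle with enzyme for no effect and no enzyme for full effect; many of its hits are not listed in these tables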
hERG rescue: shields human hERG channel from block by proarrhythmic agents; Q12809; CHO-hERG, FluxOR thallium flux, dofetilide IC70 present; activation (rescue from dofetilide block), less the hit threshold, % at 10 µM; 310,000 compounds, 0.51% hits;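 active = activation above the mean of controls blocked by dofetilide plus 5 SD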;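 also: thallium influx through hERG after potassium depolarization seen as dye fluorescence rise; in these data hits start at about 4.7%; inactives centre near -7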
GSK3A inh: inhibitors of human GSK-3 alpha kinase; P49840; AID 2650; 320,000 compounds, 0.1% hits; ADP-Glo luminescence, 60 min; inhibition, % at 10 µM;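 in the data active = inhibition above about 50%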;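 also: GST-tagged GSK-3 alpha with peptide substrate and 25 µM ATP; 0% = DMSO neutral wells and 100% = GW8510 positive control wells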
Target sequence (P49840 whole entry, looked up): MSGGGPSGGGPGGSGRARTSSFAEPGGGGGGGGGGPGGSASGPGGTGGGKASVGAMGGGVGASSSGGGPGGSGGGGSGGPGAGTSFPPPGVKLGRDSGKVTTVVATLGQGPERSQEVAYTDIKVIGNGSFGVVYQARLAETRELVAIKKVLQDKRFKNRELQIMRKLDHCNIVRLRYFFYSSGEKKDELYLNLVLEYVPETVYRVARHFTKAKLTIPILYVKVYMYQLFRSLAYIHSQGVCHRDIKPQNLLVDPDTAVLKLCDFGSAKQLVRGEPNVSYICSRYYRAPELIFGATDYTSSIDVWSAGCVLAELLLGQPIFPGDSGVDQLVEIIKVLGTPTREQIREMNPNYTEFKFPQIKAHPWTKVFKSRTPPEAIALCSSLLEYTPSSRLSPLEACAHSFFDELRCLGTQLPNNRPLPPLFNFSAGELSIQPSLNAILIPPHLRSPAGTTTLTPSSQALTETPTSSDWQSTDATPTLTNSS
KCNQ1 inh: inhibitors of human KCNQ1 potassium channel; B-score at 10 µM; P51787; CHO-K1 KCNQ1, FluxOR thallium flux fluorescence; stronger effect = higher value; 310,000 compounds, 1.3% hits; AID 2642;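 active = compounds whose thallium flux B-score, printed positive for inhibition, exceeds three library SD while starting fluorescence stays within three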;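 also: channel opened by potassium depolarization with thallium stimulus after 20 min compound exposure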
Active calls of the source: *; i = inactive; / = not tested or not shown. These rows are one share of the data, so the mix of outcomes need not match the whole.

SMILES	KCNQ1 pot	PolyA inhibitor	KCNK9 inh	RGS4 pot	RGS4 inh	KCNK3 block	GSK3B inh	Dyrk1A ADPGlo	hERG rescue	GSK3A inh	KCNQ1 inh
CCCOc1cccc(C(=O)NCCCNC(=O)c2cccnc2)c1	i	i	i	i	i	i	1	/	-4	-1	i
CCCCc1nnc(NC(=O)c2oc3ccccc3c2C)s1	i	i	i	i	i	i	0	2	-9	-2	i
CCN(c1ccccc1)S(=O)(=O)c1ccc(C(C(=O)OC)C(=O)OC)c([N+](=O)[O-])c1	i	i	i	i	i	i	-3	0	0	-3	i
CC(C)OCCCNc1ccc(N2C(=O)CCCC2=O)cc1[N+](=O)[O-]	i	i	i	i	i	i	-3	-5	-5	-2	i
Cc1cc(C)nc(NC(=O)c2cccs2)c1	i	i	i	i	i	i	-2	/	-11	-3	i
COc1ccc(C(OC(=O)c2ccco2)C(=O)NC2CCCCC2)cc1OC (stereo not given)	i	i	i	i	i	i	3	5	-9	/	i
COc1ccccc1CNC(=O)N1CCN(c2ccccc2)CC1	i	i	i	i	i	i	-2	-6	-17	2	i
COc1ccccc1NC(=S)N/N=C/c1cccc(C)c1	i	i	i	i	i	i	7	-1	-3	-3	i
O=C(CCc1ccccc1)Nc1cccc([N+](=O)[O-])c1	i	i	i	i	i	i	-26	-2	-10	1	i
O=C(CS(=O)(=O)Cc1ccccc1)N1CCc2ccccc21	i	i	i	i	i	i	-1	1	-14	-1	i
O=C(O)CNS(=O)(=O)c1ccc2c(c1)CCCC2	i	i	i	i	i	i	1	/	1	1	i
COc1cc(C=O)ccc1OCCCOc1ccccc1[N+](=O)[O-]	i	i	i	i	i	i	4	-6	-4	2	i
Cc1ccc(C(=O)Nn2c(N)c(S(=O)(=O)c3ccc(C)cc3)c3nc4ccccc4nc32)cc1	i	i	i	i	i	i	-4	4	-11	-1	i
Cc1nn(S(=O)(=O)c2ccccc2)c(C)c1Sc1ccc([N+](=O)[O-])cc1	i	i	i	i	i	i	2	-3	-11	-2	i
O=C(CC(=O)N/N=C\c1ccc(F)cc1)NCCc1ccccc1	i	i	i	i	i	i	6	-5	-8	-4	i
C=CCC1S/C(=N/N=C/c2cccs2)NC1=O (stereo not given)	i	i	i	i	i	i	0	-1	-10	2	i
O=C(N/N=C/c1ccco1)c1cccc(S(=O)(=O)Nc2ccccc2Cl)c1	i	i	i	i	i	i	3	3	-10	-1	i
COc1ccc(/C=C/C(=O)Nc2ccc(S(=O)(=O)Nc3onc(C)c3C)cc2)cc1OC	i	i	i	i	i	i	-4	/	-18	-3	i
CCOC(=O)c1c(C)[nH]c(C(=O)CSc2nnc(Nc3ccccc3F)s2)c1C	i	i	i	i	i	i	9	-1	-12	-2	i
N/C(=N\c1nc2ccccc2o1)NC(=O)c1ccccc1	i	i	i	i	i	i	-1	-1	-8	5	i
CNC(=O)CCCCC(=O)N/N=C/c1ccc(Cl)cc1Cl	i	i	i	i	i	i	-2	-4	-9	0	i
O=C(Cn1cc(Cl)ccc1=O)c1ccc(Cl)cc1	i	i	i	i	i	i	3	5	-7	1	i
O=C(CSc1nnc(-c2ccccc2)c(-c2ccccc2)n1)Nc1ncc(Cl)cc1Cl	i	i	i	i	i	i	2	-2	-13	-1	i
CCCn1c(=O)c(C(=O)Nc2cccc(C)n2)c(O)c2ccccc21	i	i	-10*	i	i	i	-2	1	-7	0	i
COc1cc(NC(=O)COc2ccc(-n3cnnn3)cc2)c(OC)cc1Cl	i	i	i	i	i	i	3	1	-6	-4	i
Other compounds
SMILES	KCNQ1 pot	PolyA inhibitor	KCNK9 inh	RGS4 pot	RGS4 inh	KCNK3 block	GSK3B inh	Dyrk1A ADPGlo	hERG rescue	GSK3A inh	KCNQ1 inh
CN(C)S(=O)(=O)Oc1ccccc1C(=O)Nc1ccc(F)cc1F	i	i	i	i	i	i	-2	-5	-4	2	i
O=C(Nc1ccccc1NC(=O)C1CCCO1)c1ccco1 (stereo not given)	i	i	i	i	i	i	0	4	-4	-1	i
C=CCOCCN1C(=O)C2C3C=CC(C2C1=O)C1C2C(=O)N(CCOCC=C)C(=O)C2C31 (stereo not given)	i	i	i	i	i	i	-3	2	-5	-2	i
COc1cccc(C(=O)/C=C/Nc2ccc(S(=O)(=O)Nc3ncccn3)cc2)c1	i	i	i	i	i	i	-2	-1	-2	-1	i
O=[N+]([O-])c1ccc2c(c1)[nH]c(=S)n2-c1ccccc1	i	i	i	i	i	i	0	1	-15	-5	i
Cc1ccc(S(=O)(=O)N2CCCCC2)cc1NC(=O)CSc1nnc(N)s1	i	i	i	i	i	i	0	16	-4	-1	i
CCOc1ccc(-c2ccc(SCC(=O)NCC3CCCO3)nn2)cc1 (stereo not given)	i	i	i	i	i	i	0	5	-10	-1	i
S=C(NCc1ccccc1)NCc1ccc(Cl)cc1	i	/	i	i	i	i	-2	2	-11	/	i
Cc1oc2cc3oc(=O)c(CCC(=O)NC4CC4)c(C)c3cc2c1C	i	i	i	i	i	i	0	6	-10	0	i
Cc1ccc2nc(N3CCN(C(=O)c4cccs4)CC3)c(C#N)cc2c1	i	i	i	i	i	i	1	7	-6	1	i
CC(=O)c1cccc(NS(=O)(=O)c2ccc(N/C=C/C(=O)c3ccc(F)cc3)cc2)c1	i	i	i	i	i	i	-4	-5	-8	-4	i
CCCCOC(=O)CSc1nnc(N)s1	i	i	i	i	i	i	-2	5	-9	-3	i
C[C@@H](C(=O)N1CCNCC1)n1cc(CCCN=C(N)N)nn1	i	i	i	i	i	i	5	1	-6	1	i
CC12CCC(=O)N1C(C(=O)Nc1ccc(Cl)c(S(=O)(=O)N3CCCCC3)c1)CS2 (stereo not given)	i	i	i	i	i	i	-2	3	-19	/	i
CCOC(=O)Cc1c(C)nc2c(-c3ccc(Cl)cc3)c(C)nn2c1C	i	i	i	i	i	i	3	21	-6	-1	i
O=[N+]([O-])c1ccc(O)c(/C=N/Nc2ccccn2)c1	i	i	i	i	i	i	-1	1	-4	-2	i
CCCN(CC(=O)Nc1ccccc1C)C(=O)c1cccc(S(=O)(=O)N2CCN(c3ccccc3)CC2)c1	i	i	i	i	i	i	2	10	-9	-2	i
O=C(Cc1ccccc1)NNC(=O)C1CC=CCC1 (stereo not given)	i	i	i	i	i	i	1	-1	-4	1	i
Cc1nn(-c2ccccc2)c2sc(C(=O)N(CC(=O)NC(C)(C)C)Cc3ccco3)cc12	i	i	i	i	i	i	4	2	-25	-2	i
COc1ccc(NS(=O)(=O)c2ccc(NC(=S)NC(=O)c3cccc(F)c3)cc2)nn1	i	i	i	i	i	i	2	15	-6	-1	i
CC(C)CCNC(=O)c1cc2c(=O)[nH]c3ccccc3c2s1	i	i	i	i	i	i	-5	-1	-5	-1	i
COc1cc(C2=NOC(C(=O)NCc3ccco3)C2)cc(OC)c1OC (stereo not given)	i	i	i	i	i	i	2	3	-7	-3	i
CC1=CCC[C@@H]2[C@@](C)(CC/C(C)=C/C(=O)O)[C@H](C)CC[C@@]12C	i	i	i	i	i	i	5	-7	-1	-7	i
CN(C)S(=O)(=O)c1ccc(NC(=O)N2CCOCC2)cc1	i	i	i	i	i	i	0	0	-9	-2	i
CC(NC(=O)C1CC12CCC2)c1ccccc1 (stereo not given)	i	i	i	i	i	i	-2	-3	-10	-1	i
(next part)
SMILES	KCNQ1 pot	PolyA inhibitor	KCNK9 inh	RGS4 pot	RGS4 inh	KCNK3 block	GSK3B inh	Dyrk1A ADPGlo	hERG rescue	GSK3A inh	KCNQ1 inh
Cc1ccc(S(=O)(=O)c2c(C)nn(C(C)(C)C)c2OC(=O)c2cccs2)cc1	i	i	i	i	i	i	0	0	-4	-1	6*
Cc1ccc(C(=O)NC(=S)N2CC(C)OC(C)C2)cc1[N+](=O)[O-] (stereo not given)	i	/	i	i	i	i	0	5	-5	0	i
NC(=O)CSc1nc2ccccc2c(=O)n1-c1ccccc1	i	i	i	i	i	i	0	15	-3	0	i
COc1ccc(C(=O)N(C)C2CCCN(Cc3ccccc3F)C2)cc1C (stereo not given)	i	i	i	i	i	i	-1	-1	-3	-3	i
COc1ccc2oc(-c3cccc(NC(=O)CSc4ccc(Cl)cc4)c3)nc2c1	i	i	i	i	i	i	1	-2	-3	-1	i
COC(=O)c1cc(N=Nc2c(C)[nH]c3ccccc23)cc(C(=O)OC)c1	i	i	i	i	i	i	1	0	-7	0	i
CCN1C(=O)S/C(=C\c2ccc(N3CCOCC3)cc2C)C1=O	i	i	i	i	i	i	0	-9	-12	1	i
O=[N+]([O-])c1cc(-c2ccn[nH]2)ccc1Cl	i	i	i	i	i	i	-5	19	-12	3	i
Cc1ccc(S(=O)(=O)N2CCCN(S(=O)(=O)c3ccc(C)c(C)c3)CC2)cc1C	i	i	i	i	i	i	3	-3	-6	4	i
Cc1ccc(C(=O)NC(=S)Nc2cc(C(F)(F)F)ccc2Cl)cc1	i	i	i	i	i	i	1	-4	-2	/	i
C/C(CC(=O)Nc1ccc(C)c(Cl)c1)=N\NC(=O)Cc1cccs1	i	i	i	i	i	i	-2	3	-10	-3	i
Cc1ccc(NCc2cccnc2)cc1	i	i	i	i	i	i	-3	4	-11	-1	i
CCC(C)N(C(=O)COC(=O)CNC(=O)c1ccccc1F)C1CCS(=O)(=O)C1 (stereo not given)	i	i	i	i	i	i	5	-4	-11	0	i
COc1cccc(C2=NOC(C(=O)NCc3ccccn3)C2)c1 (stereo not given)	i	i	i	i	i	i	-3	-11	-5	-5	i
Cc1ccc(OC(=O)c2ccc([N+](=O)[O-])cc2Cl)cn1	i	i	i	i	i	i	-3	-2	-5	-1	i
COc1ccc(C(=O)N(C)CCCC2CCCC2)cc1OC1CCN(C(C)C)CC1	i	i	i	i	i	i	2	-9	-7	1	i
COC(=O)CN1C(=O)N/C(=C/c2cc(OC)c(OC)cc2C)C1=O	i	i	i	i	i	i	-3	11	-9	-5	i
COCCCNC(=O)CN(Cc1ccc(Cl)cc1)S(C)(=O)=O	i	i	i	i	i	i	-2	-7	-2	-1	i
CC(=O)Oc1ccc(/C=C2/SC(=S)N(Cc3ccccc3)C2=O)cc1	i	i	i	i	i	i	-4	-1	-2	-1	i
